PTPN22 inh 2 = PTPN22 phosphatase inhibitors, primary screen, biochemical, DiFMUP fluorescence, 2 µM; actives 0.21% (n = 96,000); Tyrosine-protein phosphatase non-receptor type 22 (Homo sapiens), Q9Y2R2; inhibition, % at 2 µM; recombinant LYP catalytic domain;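 active = inhibition at 2 µM at or above a set limit, the screen mean plus 3 SD, cut at about 24% in these data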;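 also: 0% = DMSO with enzyme and 100% = enzyme fully blocked by orthovanadate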
Target sequence (Q9Y2R2 whole entry, looked up, the tested form may be a part): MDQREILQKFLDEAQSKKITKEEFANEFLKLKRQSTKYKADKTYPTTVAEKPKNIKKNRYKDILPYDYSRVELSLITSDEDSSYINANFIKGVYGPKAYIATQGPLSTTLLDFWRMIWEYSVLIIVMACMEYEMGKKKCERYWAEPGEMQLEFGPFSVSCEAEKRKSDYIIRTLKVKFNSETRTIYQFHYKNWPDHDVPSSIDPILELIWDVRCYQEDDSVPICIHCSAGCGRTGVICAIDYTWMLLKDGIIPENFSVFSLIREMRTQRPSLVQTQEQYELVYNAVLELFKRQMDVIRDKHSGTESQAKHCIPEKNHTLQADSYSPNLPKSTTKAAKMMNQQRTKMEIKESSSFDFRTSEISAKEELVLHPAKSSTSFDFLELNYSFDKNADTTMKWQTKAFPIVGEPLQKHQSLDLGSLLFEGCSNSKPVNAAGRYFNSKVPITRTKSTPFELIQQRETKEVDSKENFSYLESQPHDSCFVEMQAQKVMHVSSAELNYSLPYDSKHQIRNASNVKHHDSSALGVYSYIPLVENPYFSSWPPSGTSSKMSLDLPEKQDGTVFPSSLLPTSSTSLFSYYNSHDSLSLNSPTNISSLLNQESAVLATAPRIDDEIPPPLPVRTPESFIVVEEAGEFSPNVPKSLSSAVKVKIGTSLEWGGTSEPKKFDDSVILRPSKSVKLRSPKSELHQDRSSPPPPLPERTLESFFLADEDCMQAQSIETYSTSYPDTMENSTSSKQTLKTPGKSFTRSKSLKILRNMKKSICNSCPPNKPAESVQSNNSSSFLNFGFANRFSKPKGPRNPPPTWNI
DAT uptake mod = changed hDAT dopamine uptake under cocaine IC80, either direction, primary screen, cocaine antagonist project, cell-based, LLC-PK1 hDAT, [14C]-dopamine uptake, MLSMR | LLC-PK1 hDAT cells, [14C]-dopamine uptake with cocaine IC80; actives deviate in either direction | AID 449768, 2010 | B-score at 10 µM | actives 1.3% (n = 110,000);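 active = Z score or B-score, a plate-position-corrected score, falls beyond the plate's 99.7% confidence bounds, in either direction; inactive = both scores lie inside the 99.7% bounds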;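 also: scored against the spread of the other compound wells on the same plate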
Calb biofilm kill = clotrimazole potentiators killing Candida biofilms, primary screen, with clotrimazole, Alamar Blue; actives 0.14% (n = 85,000); AID 834, 2007; C. albicans biofilm + clotrimazole; inhibition, % at 6 µM;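 active = inhibition above 20%; inactive = inhibition below 20%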;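 also: preformed 24 hr biofilms exposed to compound for 48 hr; 0% = biofilm without compound and 100% = blank killed by clotrimazole plus chlorhexidine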
IL1B cytotox = cytotoxicity in IL-1B stimulated HUVEC, primary screen, cytotoxicity control for IL-1B NFkB translocation project, imaging, Hoechst nuclear count, IL-1B stimulus; HUVEC cell count loss; cell count reduction, % at 2 µM; actives 0.41% (n = 94,000); AID 845, 2007;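 active = cell count reduction more than 3 SD above the screen-wide mean, cut at about 70% in these data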;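 also: normalized per plate to untreated control cells as the no-loss baseline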
Smad3 FoxH1 inh = Smad3/FoxH1 peptide binding inhibitors, primary screen, biochemical, TR-FRET; TR-FRET Smad3/Dy647-FoxH1 peptide binding, europium anti-His; inhibition, % at 25 µM; actives 0.29% (n = 88,000); AID 630, 2007;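 active = compounds that reduce the energy-transfer binding signal between the protein and its labelled peptide by more than half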;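 also: 0% = Smad3 plus labelled peptide maximal FRET and 100% = peptide-only background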
VCAM1 TNFa inh = inhibitors of TNFa-induced VCAM1 expression, primary screen, imaging, HUVEC, TNFa stimulus, immunofluorescence; HUVEC TNFa-induced VCAM-1 immunofluorescence, high-content imaging; inhibition, % at 2 µM; actives 0.48% (n = 95,000);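 active = inhibition above the batch mean plus 3 SD, with images confirmed as a hit by eye, cut at about 37% in these data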;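 also: 0% = TNF-stimulated DMSO wells and 100% = unstimulated control wells; not every result past the cut was called active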
TNFa cytotox = cytotoxicity in TNFa-stimulated HUVEC, primary screen, cytotoxicity control for VCAM1 expression modulator project, imaging, Hoechst nuclei count | AID 848, 2007 | actives 0.17% (n = 93,000) | cell count reduction, % at 2 µM | HUVEC TNFalpha-stimulated, Hoechst cell count;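 active = cell count reduction exceeding the screen mean by over 5 SD, scaled to untreated wells per plate, cut at about 78% in these data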;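 also: cells counted after 24 h of TNF alpha exposure following the 1 h pretreatment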
cytoskel mod = modifiers of F-actin cytoskeleton organization, primary screen, imaging, HUVEC, phalloidin staining, high-content imaging; HUVEC TNFa F-actin phalloidin imaging; inhibition, % at 2 µM; actives 0.18% (n = 91,000);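 active = inhibition above the batch mean plus 3 SD and confirmed as a hit by visual image inspection, cut at about 30% in these data, passing the limit was not always enough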; also: strong numbers were not always called active
MT1-MMP txn act = MT1-MMP promoter reporter activation – cell-based, luciferase luminescence, primary screen; AID 750, 2007; HT1080 MT1-MMP promoter luciferase reporter, overnight; stronger effect = higher value; actives 0.16% (n = 86,000); activation factor at 10 µM;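 active = activation factor of at least 2 for MT1-MMP transcription at 10 µM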
Starred values were filed as active, the others as inactive; x = not tested or not shown; [ ] = remark or other dose.

Compound,Calb biofilm kill,IL1B cytotox,PTPN22 inh 2,MT1-MMP txn act,DAT uptake mod,TNFa cytotox,Smad3 FoxH1 inh,VCAM1 TNFa inh,cytoskel mod
Cc1ccccc1CSCC(=O)NC1CCCC1,-5,20,12,1.1,-0.2,-6,6,28,-8
CCOCCCNc1ncc2c(n1)CC(c1ccc(C)cc1)CC2=O (stereo unspecified),6,8,-2,1.1,-0.2,-17,4,-18,-28
O=C(NCCc1ccc(Cl)cc1)C1CCC(=O)N1C1CCCC1 (stereo unspecified),9,3,-2,1.3,-1,11,8,15,7
COc1ccccc1CNC(=O)c1cc2sccc2n1C,0,x,x,1,-0.097,x,-7,x,x
CC(=O)Nc1ccc2c(c1)nc(CN1CCCC1)n2C,1,7,-1,1,1.1,-13,-18,-2,4
CCN(CC(O)Cn1c2ccccc2c2ccccc21)S(=O)(=O)c1ccc(C)cc1 (stereo unspecified),0,9,3,1.1,0.46,-23,14,7,x
O=c1[nH]cnc2c1sc(=S)n2-c1ccccc1,2,-137,-7,1.2,0.19,-21,2,9,-2
COC(=O)c1cc(NC(=O)c2ccc(Cn3cc(Cl)cn3)o2)cc(C(=O)OC)c1,8,-15,11,1.3,-0.12,-17,4,12,2
Cc1nnc2n1N=CC=C(C(C)(C)C)S2,10,3,5,1,-0.19,-9,-8,-11,4
CC(=O)N1CCN(C(=S)c2ccc(-c3ccc(Cl)cc3)o2)CC1,x,x,17,x,0.048,0,x,8,4
CCn1c(N2CCN(C(=O)C34CC5CC(CC(C5)C3)C4)CC2)nc2ccccc21,4,-31,-6,1.1,-0.37,-47,-8,-22,14
O=C(O)CN1C(=O)NC2NC(=O)NC21 (stereo unspecified),x,-5,10,x,0.5,-7,x,-17,1
Cc1ccc(S(=O)(=O)Cc2csc(N)n2)cc1,3,x,x,1.1,0.57,x,8,x,x
CC1CCC(C(C)C)C(OC(=O)CSc2nc(N)cc(=O)[nH]2)C1 (stereo unspecified),4,-12,-3,1.1,0.28,13,-7,-13,-29
CC(C)CN(C(=O)c1nn(C)c(=O)c2ccccc12)c1nc2ccccc2s1,11,-16,-6,x,0.74,-16,-8,5,11
O=S(=O)(c1cccc2nsnc12)N1CCN(c2ncccn2)CC1,x,2,-3,1.1,0.17,-11,x,11,13
O=S(=O)(CCc1ccccc1)/N=C/c1cccs1,10,x,x,1.3,-1.3,x,4,x,x
COC(=O)C1=C(O)CSC1=Nc1ccccc1,-3,10,-7,1.1,-0.21,-2,1,16,-9
O=C(NCCC1=CCCCC1)c1ccc(CN2CCOCC2)cc1,x,-32,-5,1.6,0.68,-9,x,1,8
CCc1ccc(N2C(=O)c3sc4nnc(-c5ccccc5)c(=O)n4c3C2=O)cc1,-1,-15,17,1.1,-0.35,-7,0,-3,17

Ordered by value in VCAM1 TNFa inh (ascending): 3 from the list above.
structure,VCAM1 TNFa inh
O=C(NCCC1=CCCCC1)c1ccc(CN2CCOCC2)cc1,1
O=c1[nH]cnc2c1sc(=S)n2-c1ccccc1,9
O=C(NCCc1ccc(Cl)cc1)C1CCC(=O)N1C1CCCC1 (stereo unspecified),15

(further entries)
Compound,Calb biofilm kill,IL1B cytotox,PTPN22 inh 2,MT1-MMP txn act,DAT uptake mod,TNFa cytotox,Smad3 FoxH1 inh,VCAM1 TNFa inh,cytoskel mod
O=S(=O)(NCCOc1cccc2cccnc12)c1ccc(F)cc1,9,-5,-9,1,-0.46,-13,12,4,0
Cc1ccc(/C=c2/sc3nnc(-c4ccccc4Cl)n3c2=O)o1,10,-20,-4,1.1,1.7,-2,0,24,-2
CC1=C(C(=O)OCc2ccccc2)C(c2cccnc2)n2nnnc2N1 (stereo unspecified),6,-3,-3,1.1,0.7,-5,-9,8,-58
Cc1ccc(C(=O)NCCc2csc(C)n2)cc1,-1,9,-11,x,2.6*,-12,2,21,3
CC(=O)Nc1cccc(Oc2ccc3c(c2)C(=O)N(CCC(=O)O)C3=O)c1,7,-26,-2,0.9,0.34,-33,-13,-9,0
CC(=O)Nc1ccc(OCC(=O)c2cc(C)ccc2C)cc1,-1,6,6,1.1,1.7,-24,14,-23,7
O=C(Nc1ccc(F)c(F)c1)c1cnc(-c2ccccc2)nc1-c1ccccc1,x,x,4,x,0.2,4,x,14,4
Cc1ccc(C2NC(=O)NC(O)(C(F)(F)F)C2C(=O)c2ccccc2)o1 (stereo unspecified),-1,-6,2,1.1,-1,-1,-2,1,-21
Cc1ccccc1OCc1nc2ccccc2c(=O)n1/N=C/c1ccco1,2,40,2,1.3,0.28,-7,2,-2,-24
O=C(NC1CCCCCC1)c1ccc(S(=O)(=O)NCc2ccco2)cc1,x,-21,1,x,-0.073,-10,x,-15,-34
Cc1sc2nc(C3CC3)nc(N3CCN(S(=O)(=O)c4ccc(F)cc4)CC3)c2c1C,-3,8,10,1.1,-0.57,-32,-1,7,10
CCC(C(=O)Nc1ccccc1-c1ccccc1)c1ccccc1 (stereo unspecified),x,3,15,x,-0.26,-32,x,-23,6
O=C1CCC(C(=O)NCCCn2ccnc2)N1 (stereo unspecified),10,x,9,1.2,0.45,x,2,x,x
Fc1cccc2sc(N3CCOCC3)nc12,8,-3,8,1.4,-0.0022,-13,3,8,6
COCCCNC(=S)NCCCNc1nc2cc3c(cc2cc1C#N)OCO3,x,-5,7,x,2.4,-17,x,4,15
Cc1cc(C)cc(C(=O)N2CC(=O)Nc3ccccc32)c1,3,-4,8,0.4,-3.3*,48,-11,16,-7
CCc1ccc(-c2cc(C(F)(F)F)n3nc(C(=O)Nc4c(C)nn(Cc5ccc(F)cc5)c4C)cc3n2)s1,x,-2,13,x,0.23,-16,x,8,-2
O=C1c2cccnc2C(=O)N1Cc1ccc(Cl)cc1,9,-30,7,1.2,-0.82,-7,11,30,-8
O=C(NCc1ccccc1)C(c1ccco1)N(C(=O)c1cnccn1)c1ccc(F)cc1 (stereo unspecified),6,-13,3,1.2,x,8,-1,10,-13
CC(=O)c1ccc(NC(=O)N[C@@H](CC(C)C)C(=O)O)cc1,2,0,-6,1.3,0.55,7,6,18,-7
COCCNc1nc(SCc2ccccc2)nc2sc3c(c12)CCC3,4,-23,-13,1.1,0.27,-17,5,11,7
CCN(CC)C(=O)c1oc2ccc(S(=O)(=O)N3CCCCCC3)cc2c1C,-2,x,0,1.2,1,0,2,3,3
Cc1ccc(Cn2nc(C)c(NC(=O)c3noc4c3CCCCC4)c2C)cc1,10,x,x,1,1.5,x,-1,x,x
CC1=NN(C(=O)c2ccccc2Br)C(O)(c2cccnc2)C1 (stereo unspecified),x,-36,0,x,-0.35,-9,x,15,22
COc1ccc(CC(=O)NCc2ccco2)cc1OC,3,2,-18,1.1,-0.2,-8,11,12,-8
NC(=O)CNC1CC(=O)N(CCc2ccccc2)C1=O (stereo unspecified),4,6,3,x,-0.23,x,4,-44,-9
O=C(OCC(=O)N1CCN(C(=O)c2ccco2)CC1)c1ccccc1C(=O)c1ccc(Cl)cc1,10,0,0,1.2,0.16,-46,-2,8,14
Clc1ccc(COc2ccccn2)c(Cl)c1,7,10,-1,1,-1.1,-28,5,9,4
Cc1cc2nc(SCCOC(=O)Nc3ccc(Cl)cc3)nc(C)c2cc1C,x,6,13,x,-0.65,-17,x,3,-11
O=C(NCCN1CCN(C(=O)c2cccs2)CC1)c1cccs1,5,-1,2,1.2,-0.89,-13,-8,-36,6
CCOc1ccc(C(=S)NC2CCCCC2)cc1OC,x,-40,0,x,-0.044,9,x,14,-23
COc1ccc2[nH]c(C)c(CCN(Cc3cccs3)C(=S)Nc3ccccc3OC)c2c1,6,-5,10,x,0.59,-19,1,10,5
CCN(CC)CCCNC(=O)c1cc2c(-c3ccc(Cl)cc3)nn(C)c2s1,12,4,-10,1,0.24,-34,-5,18,-6
COc1ccc(NC(=O)c2ccc(CN(c3cc(Cl)ccc3C)S(=O)(=O)c3ccccc3)cc2)cc1OC,x,-29,-3,x,-0.085,-2,x,6,12
COc1ccc(N(CC(=O)O)S(C)(=O)=O)cc1OC,-1,-20,-11,1.2,0.97,x,-2,x,x
O=C(COC(=O)CCc1c[nH]c2ccccc12)NC1CCS(=O)(=O)C1 (stereo unspecified),5,15,6,1.1,0.42,0,16[fluorescence artefact?],3,-4
CCCCOc1ccc(C(=O)NCc2ccccn2)cc1,2,6,6,1.3,1.2,-14,10,19,6
Cc1cccc(-n2c(-c3csc(C(C)C)c3)n[nH]c2=S)c1,x,11,-7,x,-0.21,-25,x,-7,18
CS(=O)(=O)N1CCN(c2ncccn2)CC1,8,7,7,1.1,0.25,-23,4,2,-2
CCOC(=O)C1C(=O)C=C(c2ccc(OC)cc2)CC1c1ccco1 (stereo unspecified),4,-5,7,1.5,0.7,-17,9,12,-1
COC(=O)c1ccc(S(=O)(=O)NCc2cccc(OC)c2)n1C,-3,-3,3,1,0.025,-14,3,9,41
CCCNC(=O)CS(=O)Cc1nc(-c2ccc(OC)cc2)oc1C (stereo unspecified),0,x,x,1.1,-0.9,x,-13,x,x
O=C(CN1C(=O)c2cccc3cccc1c23)Nc1ccc(S(=O)(=O)Nc2nccs2)cc1,2,-9,9,1,-0.66,-27,6,16,12
Cc1cc(C(=O)COC(=O)Cn2c(C(F)(F)F)nc3ccccc32)c(C)n1Cc1ccco1,2,4,3,1,-1.6,-3,-7,5,2
C=CCOc1ccccc1CNCCCN1CCOCC1,x,-5,-3,x,-1.6,16,x,4,4
C=CCN(c1ccc(C(N)=O)cc1)S(C)(=O)=O,5,-9,-6,1.2,-0.7,-15,-5,6,3
CCOC(=O)C1CCCN(S(=O)(=O)c2cccs2)C1 (stereo unspecified),6,-16,-8,1.2,-0.32,-8,7,2,-4
CC1CC(C)(C)CC2(C1)NC(=O)N(CC(=O)NCC(c1ccco1)N1CCCCC1)C2=O (stereo unspecified),2,8,4,1.1,-0.25,-5,3,-16,-12
CCCn1cnc2c(c1=O)c1nc3ccccc3nc1n2CCC1=CCCCC1,4,-20,-6,1.1,-0.026,-3,-8,-4,5
CCC(=O)N1CCc2cc(Br)cc(S(=O)(=O)NCCN3CCCCC3CC)c21 (stereo unspecified),2,x,x,1.1,-0.5,x,0,x,x
O=C(CSc1ccc2nnc(-c3ccccn3)n2n1)NCc1ccco1,-4,-7,10,1.1,-0.36,-1,7,8,4
COc1ccc(Nc2nc(N)nc(CN(C)C3CCCCC3)n2)cc1,6,-3,18,1.2,-0.38,0,-15,11,6

Screening data (PubChem BioAssay)

Only part of the results is shown, so the mix of outcomes need not match the whole.
